# Source: PubChem
# MPTP inh: mitochondrial permeability transition pore inhibitors, primary screen, biochemical, isolated mouse mitochondria, absorbance; Ca2+ swelling absorbance, 30 min; inhibition, % at 10 µM; 360,000 compounds, 1.4% hits;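 active means inhibition of 50% or more, scaled per plate between neutral and stimulator controls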;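 further: 0% = DMSO wells given calcium and 100% = 1 mM EGTA wells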
# MIN6 prolif: inducers of MIN6 beta-cell proliferation, primary screen, ATP luminescence, uHTS. 330,000 compounds, 0.29% hits. AID 2380, 2010. MIN6 cells proliferation, ATPlite luminescence, 48 h; cells starved in 0.2% serum; 100% = growth in 10% serum. proliferation, % at 10 µM;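 active means compounds whose signal lies at least 3.5 SD above the mean of all wells on their plate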;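 further: 0% = DMSO-treated cells in low-serum medium and 100% = 10% serum control; some compounds called inactive have numbers as strong as hits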
# APOBEC3G inh: APOBEC3G DNA deaminase inhibitors, primary screen, biochemical, fluorescence, single-stranded DNA substrate, uHTS | DNA dC->dU-editing enzyme APOBEC-3G (Homo sapiens), Q9HC16 | recombinant A3G, ssDNA deamination FAM/TAMRA fluorescence | inhibition, % at 20 µM | 330,000 compounds, 0.28% hits | AID 493012, 2011;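 active means inhibition of at least 40% at 20 µM, with no more than 30% in the related APOBEC3A deaminase screen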;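 further: plate controls were DMSO wells with A3G for no effect and wells lacking A3G enzyme for full effect; some compounds called inactive have numbers as strong as hits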
# Target sequence (Q9HC16 whole entry, looked up): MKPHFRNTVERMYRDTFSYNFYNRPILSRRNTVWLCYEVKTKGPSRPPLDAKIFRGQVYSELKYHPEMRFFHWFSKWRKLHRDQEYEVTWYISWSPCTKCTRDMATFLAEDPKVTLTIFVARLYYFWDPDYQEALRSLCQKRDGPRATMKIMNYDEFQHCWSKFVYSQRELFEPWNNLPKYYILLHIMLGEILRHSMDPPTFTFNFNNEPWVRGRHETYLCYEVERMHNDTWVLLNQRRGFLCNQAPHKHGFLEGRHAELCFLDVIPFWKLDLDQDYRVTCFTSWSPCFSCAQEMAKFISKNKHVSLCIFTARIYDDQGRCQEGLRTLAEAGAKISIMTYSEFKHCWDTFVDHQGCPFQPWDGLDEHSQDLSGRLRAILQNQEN
# APOBEC3A inh: APOBEC3A ssDNA deaminase inhibitors, primary screen, selectivity assay for APOBEC3G inhibitor project, biochemical, FAM/TAMRA oligo cleavage fluorescence; DNA dC->dU-editing enzyme APOBEC-3A (Homo sapiens), P31941; recombinant A3A, FAM/TAMRA ssDNA deamination fluorescence; inhibition, % at 20 µM; 330,000 compounds, 0.41% hits;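 active means at least 40% inhibition at 20 µM here, with at most 30% in a related deaminase screen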;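 further: plate controls were A3A with DMSO for no effect and wells lacking A3A enzyme for full effect; some results filed as inactive read as strong as hits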
# mIAP activ: activators of mouse IAP, primary screen, biochemical, luminescence, uHTS. intestinal alkaline phosphatase [Mus musculus]. muIAP, CDP-Star luminescence, 30 min; hits give high values; 1 = vehicle-only enzyme signal, 0 = enzyme-free wells. activation factor at 10 µM. 330,000 compounds, 0.24% hits. AID 2805, 2010;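 active means activation factor of at least 2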; further: the source names both 10 and 20 µM as test concentration; values of inactives mirror those of a sister screen read the other way
#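 Assay system: mouse IAP enzyme / Compound: DMSO-dissolved test compounds / Timing: 30 min, room temperature / Measured by: luminescence from enzymatic CDP-Star hydrolysis / Control set: DMSO-only wells, enzyme-free buffer wells as negative control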
# hIAP inh: human IAP inhibitors, primary screen, biochemical, luminescence, uHTS. Intestinal-type alkaline phosphatase (Homo sapiens), P09923. purified IAP, CDP-Star luminescence, 30 min. inhibition, % at 10 µM. 330,000 compounds, 0.12% hits;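 active means inhibition reaching a set limit with compound at 10 µM in the primary screen, cut at about 35% in these data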;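 further: plate controls were DMSO wells with enzyme for no effect and no-enzyme buffer wells for full effect; values of inactives mirror those of a sister screen read the other way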
# Target sequence (P09923 whole entry, looked up): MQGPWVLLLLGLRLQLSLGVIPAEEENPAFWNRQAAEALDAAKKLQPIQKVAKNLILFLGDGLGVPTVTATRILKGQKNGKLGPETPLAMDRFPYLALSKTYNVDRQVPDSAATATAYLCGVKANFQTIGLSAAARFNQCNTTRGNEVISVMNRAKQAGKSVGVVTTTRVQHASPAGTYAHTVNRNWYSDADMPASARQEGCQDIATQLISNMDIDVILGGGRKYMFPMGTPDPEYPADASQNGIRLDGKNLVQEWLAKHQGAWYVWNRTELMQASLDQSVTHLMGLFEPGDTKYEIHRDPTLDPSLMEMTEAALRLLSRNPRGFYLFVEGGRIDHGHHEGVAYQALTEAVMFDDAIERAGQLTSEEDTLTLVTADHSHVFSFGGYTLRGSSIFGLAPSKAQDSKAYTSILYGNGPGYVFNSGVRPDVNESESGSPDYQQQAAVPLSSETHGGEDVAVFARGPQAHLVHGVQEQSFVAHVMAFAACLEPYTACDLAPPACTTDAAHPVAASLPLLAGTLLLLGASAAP
# NR3A LBD binder: binders of NR3A ligand-binding domain, primary screen, biophysical, differential scanning fluorimetry, uHTS; NR3A LBD differential scanning fluorimetry, Tm shift; 0% = protein alone, 100% = glycine-bound protein; Glutamate receptor ionotropic, NMDA 3A (GRIN3A) ligand-binding domain; AID 1259313, 2017; 340,000 compounds, 2.5% hits; Tm shift relative to glycine control, % at 25 µM;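 active means melting temperature shift of at least 10% of the positive control shift, at one fixed dose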
# mIAP block: inhibitors of mouse IAP, primary screen, biochemical, luminescence, uHTS; purified mouse IAP, CDP-Star luminescence, 30 min; 330,000 compounds, 0.2% hits; intestinal alkaline phosphatase [Mus musculus]; inhibition, % at 10 µM;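 active means inhibition of at least 40% at 10 µM in the primary screen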;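 further: plate controls were DMSO with enzyme for no effect and no enzyme wells for full effect; values of inactives mirror those of a sister screen read the other way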
# hIAP activ: human IAP activators, primary screen, biochemical, luminescence, uHTS; Intestinal-type alkaline phosphatase (Homo sapiens), P09923; purified human IAP, CDP-Star luminescence, 30 min; hits give high values; 1 = vehicle-only enzyme, 0 = enzyme-free background; activation factor at 10 µM; 330,000 compounds, 0.16% hits;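 active means activation factor of the enzyme at least 2-fold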; further: the source names both 10 and 20 µM as test concentration; values of inactives mirror those of a sister screen read the other way
# An asterisk follows results filed as active; . = not tested or not shown. Random draw from the library; 5% or so of the library scored in one or more.
SMILES,MPTP inh,MIN6 prolif,APOBEC3G inh,APOBEC3A inh,mIAP activ,hIAP inh,NR3A LBD binder,mIAP block,hIAP activ
CC(=O)Nc1ccc(Oc2nc(-c3ccccn3)nc3ccccc23)cc1,0.5,2.3,-3.7,-2.0,0.947,3.3,0.2,5.3,0.966
COc1cc(/C=N/NC(=O)c2cc(-c3c(C)nn(-c4ccccc4)c3C)n[nH]2)ccc1O,0.4,-4.3,0.9,1.5,0.982,-30.1,0.9,1.8,1.3
O=C1Nc2cc(C(=O)NCCCN3CCOCC3)ccc2S/C1=C/c1ccccc1F,-0.2,-3.9,-1.4,-1.8,0.889,-26.0,-2.8,11.1,1.26
CCOC(=O)Cn1nc(C)c(-c2ccccc2)c1N,0.8,-2.0,-2.2,-1.1,1.03,16.3,2.2,-3.1,0.837
Cc1cc(C)c(NC(=O)c2ccccc2C(=O)c2ccccc2)c(C)c1,-11.1,-3.2,-2.4,-0.1,0.931,3.1,0.7,6.9,0.969
CC(=O)OC1COC(N2CCc3cc([N+](=O)[O-])ccc32)C(OC(C)=O)C1OC(C)=O (stereo not given),1.7,1.9,-2.9,-1.4,0.992,2.4,1.7,0.8,0.976
O=C(c1scc2c1CCCC2)N1CCOCC1,-1.0,-0.7,-3.4,-3.2,1.02,14.5,1.3,-2.5,0.855
COc1ccc([N+](=O)[O-])cc1NC(=O)CCN1CCN(C)CC1,0.8,-0.7,-1.7,0.6,1.05,-2.2,0.3,-5.3,1.02
O=C(Cc1cccs1)Nc1ccc(N2CCOCC2)cc1,1.7,-1.8,3.5,11.2,0.943,19.7,1.4,5.7,0.803
COc1ccc(S(N)(=O)=O)cc1C(=O)NNC(=O)CN(C)S(=O)(=O)c1ccc(Cl)cc1,-1.8,-3.8,-1.7,-4.3,1.02,0.1,1.1,-1.6,0.999
COc1ccc(NC(=S)N/N=C/c2cccn2Cc2ccc(F)cc2)cc1,2.7,-3.4,-2.2,-1.8,0.932,-8.8,-1.2,6.8,1.09
CN(C)S(=O)(=O)c1cccc(NC(=O)COc2nc3ccccc3nc2N2CCOCC2)c1,0.6,-1.2,-3.0,-0.7,0.953,-3.7,-7.9,4.7,1.04
CC1CN(c2ccc(NS(=O)(=O)c3ccccc3)cc2C(=O)O)CC(C)O1 (stereo not given),0.1,-0.9,-6.3,-5.1,0.954,-8.3,-1.9,4.6,1.08
Cc1ccc(NC(=O)c2ccco2)c(NC(=O)COc2ccccc2)c1,1.1,-1.3,-10.1,-4.2,1,4.3,-3.8,0.0,0.957
COc1cc(C=O)ccc1OCC(=O)Nc1ccc2c(c1)OCO2,-0.8,-1.9,-10.6,-5.4,0.95,2.2,-1.2,5.0,0.978
Cc1ccc(CN(C(=O)COc2cccc(C)c2C)C2CCS(=O)(=O)C2)o1 (stereo not given),-0.3,3.4,-6.0,-4.2,1.02,-5.3,-0.9,-2.3,1.05
CCOC(=O)c1cnc(C(F)(F)F)nc1Oc1ccccc1,2.7,-2.5,1.2,2.8,0.978,-2.7,0.6,2.2,1.03
N#CC(C#N)=CN=c1ccn(Cc2ccc(Cl)cc2Cl)cc1,-1.3,-5.1,11.7,-2.6,0.951,-16.3,-0.7,4.9,1.16
COC(=O)c1ccc(COc2ccc(NC(C)=O)cc2)o1,4.4,-0.4,-3.6,-1.0,1.12,5.2,-3.6,-11.8,0.948
COc1ccccc1NS(=O)(=O)c1c(C)nc2sccn2c1=O,-0.8,1.8,-6.1,-3.3,0.949,5.6,-0.5,5.1,0.944
COc1ccccc1CNC(=O)COc1ccccc1OC,0.3,2.4,-3.7,-5.2,0.971,-14.2,-1.2,2.9,1.14
COCCCNC(=O)C1CCN(S(=O)(=O)c2ccc3nc4c(c(C(=O)O)c3c2)CCCCC4)CC1,-1.4,-5.2,-3.4,-4.5,0.976,22.1,0.5,2.4,0.779
CC1CCN(C(=O)COc2ccc(Nc3ccccc3)cc2)CC1,0.7,-4.5,-6.7,-3.8,0.966,-8.2,-0.5,3.4,1.08
CCOC(=O)c1cccc(NC(=O)CCOc2ccccc2)c1,-3.2,2.5,-3.6,-3.0,0.979,6.9,-0.6,2.1,0.931
Cc1oc2c(CN3CCCC3)c(O)ccc2c(=O)c1-c1ccccc1,-1.1,-1.1,-0.2,4.3,1,0.6,-0.2,-0.4,0.994
CC12CCC(C(=O)N3CCN(c4ccccc4)CC3)(CC1=O)C2(C)C (stereo not given),.,1.4,-1.1,-1.3,0.983,5.8,-1.3,1.7,0.942
Cc1ccc(CN2CC(C(=O)Nc3cc(S(C)(=O)=O)ccc3Cl)CC2=O)cc1 (stereo not given),1.5,-1.2,-2.1,3.1,0.947,-4.6,-1.5,5.3,1.05
CCCn1c2c(c(=N)c3c1CCC3)CCCC2,-0.2,-6.2,16.1,91.7*,0.889,5.3,0.1,11.1,0.947
O=C(C1=C(O)C(=O)N(c2ncccn2)C1c1ccc(Cl)c(Cl)c1)c1ccco1 (stereo not given),1.6,-3.4,8.3,12.6,0.896,-12.9,-4.9,10.4,1.13
CCn1cnc2c1c(=O)n(CC(=O)NCC(C)C)c(=O)n2Cc1ccccc1,-0.8,-1.2,-8.2,-2.7,0.929,19.7,0.5,7.1,0.803
CC(C)(C)c1cc(C(=O)NCC(=O)OCC(=O)c2cccc([N+](=O)[O-])c2)cc(C(C)(C)C)c1,0.7,-0.9,-2.1,0.0,0.933,3.0,-3.4,6.7,0.97
COc1cccc(N2CCN(c3ccc4nnc(CCC(=O)Nc5ccc(C)cn5)n4n3)CC2)c1,-0.6,-1.4,-3.6,-5.7,0.891,-29.5,-2.8,10.9,1.29
COc1ccc(NS(=O)(=O)c2cn(C)cn2)cc1,0.5,-0.1,-2.4,-1.2,0.955,-2.5,-0.1,4.5,1.02
CC(CC(=O)NCCc1ccc(Cl)cc1)S(=O)(=O)c1ccc2c(c1)NC(=O)CO2 (stereo not given),0.2,1.2,-4.2,-3.7,1,-3.5,0.3,-0.4,1.03
CC(C)(C)c1nnc(N/N=C/c2ccc(O)cc2)n(N)c1=O,-10.0,-2.9,-5.4,-1.3,0.911,-2.6,-5.8,8.9,1.03
COc1cccc(CN2CC(C(=O)NCCn3cccn3)CCC2=O)c1 (stereo not given),-1.1,0.4,-1.4,-0.8,0.946,-16.1,0.8,5.4,1.16
Cc1c(C(=O)N2CCN(S(=O)(=O)c3ccccc3F)CC2)oc2c(Cl)cccc12,-0.9,-3.6,-7.1,-2.4,0.936,5.5,3.9,6.4,0.945
Cc1nnc(SCc2ccc(Cl)c(Cl)c2)s1,0.9,-1.9,-8.2,-1.3,0.876,8.1,-0.4,12.4,0.919
CCOC(=O)N1CCN(C(=O)c2ccc3c(=O)n(CCOC)c(=O)[nH]c3c2)CC1,-0.5,-3.8,-8.8,-5.7,1.08,-4.5,1.4,-7.8,1.04
N#Cc1ccncc1Sc1ccc(Cl)cc1,-0.6,-3.3,-4.8,-2.2,0.991,5.4,0.9,0.9,0.946
O=[N+]([O-])c1ccc(Oc2ccc(S(=O)(=O)N3CCOCC3)cn2)cc1,-0.4,0.1,-8.6,-0.3,0.932,5.8,1.8,6.8,0.942
CC(C)(C)NC(=O)C(c1ccc(F)cc1)N(C(=O)CCC(=O)Nc1ccccn1)C1CCCC1 (stereo not given),5.5,-1.5,-10.5,-1.8,1.04,-1.8,1.0,-4.1,1.02
Cc1ccc(OCC(=O)NNC(=O)C2CCN(c3ncccn3)CC2)cc1,-2.2,-2.8,-3.4,0.9,0.754,0.8,-0.7,24.6,0.992
Cc1ccc(NS(=O)(=O)N2CCOCC2)c(C)c1,-0.2,-1.6,-6.8,-2.0,0.941,-0.6,-25.7,5.9,1.01
Cc1nc(-c2ccc(NC(=O)c3ccc(Br)o3)cc2)cs1,3.4,-5.3,-2.5,-3.7,0.97,-20.6,19.6*,3.0,1.21
CCOc1cc(CN2CCN(C(=O)c3ccco3)CC2)ccc1OC,-0.7,-4.0,-4.1,-1.3,1.04,-23.4,1.2,-3.9,1.23
COc1ccc(C(CNC(=O)COc2cccc(C(F)(F)F)c2)N2CCCC2)cc1 (stereo not given),-1.7,-4.2,-3.4,1.5,0.974,9.5,1.5,2.6,0.905
COc1ccc(C)cc1NC(=O)c1ccc2c(SCC(=O)O)c3c(nc2c1)CCCC3,1.3,-2.6,-3.7,-8.7,0.952,0.8,-0.8,4.8,0.992
Cc1noc(/C=C/c2ccco2)c1S(=O)(=O)N1CCC(C(=O)NC(C)c2ccccc2)CC1 (stereo not given),0.4,-0.2,-9.6,-0.9,1.06,5.8,-6.2,-6.1,0.942
Cc1cccnc1NC(=O)c1cccc(S(=O)(=O)N2CCN(c3ccc(F)cc3)CC2)c1,0.1,0.1,-4.7,-2.9,1.01,5.2,-6.6,-1.2,0.948
CCc1nnc(NC(=O)CCC(=O)NC2CC2)s1,-1.6,-1.6,-7.0,-1.7,0.965,-8.7,1.8,3.5,1.09
CCc1cc2c(=O)n3c(nc2s1)-c1[nH]c2ccc(OC)cc2c1CC3,0.5,0.0,19.6,2.4,1.03,5.2,-1.5,-3.1,0.948
CCOc1cccc(CNc2ccc(O)cc2)c1OCc1ccc(Cl)cc1,3.3,-4.1,-0.5,-4.1,1.01,2.9,-6.6,-1.1,0.971
CC(C)C(C)N(Cc1cccc(C(=O)O)c1)C(=O)c1ccc2ccccc2n1 (stereo not given),-1.1,-2.1,0.3,2.0,0.991,-11.4,1.4,0.9,1.11
COc1ccccc1C(=O)NC(=S)Nc1ccccc1N1CCCC1,0.9,-5.8,-3.4,-3.9,0.919,-26.5,.,8.1,1.26
CCOC(=O)C1C(=O)N(O)CC1c1cccc(Oc2ccccc2)c1 (stereo not given),-0.3,-0.9,-2.2,-4.3,0.874,10.5,-1.7,12.6,0.895
CCOC(=O)c1c(NC(=O)COc2ncnc3sccc23)sc2c1CCC2,5.6,-5.5,-3.4,0.0,1.02,-40.7,-0.9,-1.9,1.41
O=C(CNC1CCCCC1)Nc1cccc([N+](=O)[O-])c1,1.2,-2.1,-7.6,-1.3,1.01,-10.2,-0.2,-1.4,1.1
